Lmaj promast: Leishmania major promastigote growth inhibition, primary screen; inhibition, % at 10 µM; Leishmania major promastigotes, resazurin fluorescence viability; hit rate 9% among 200,000; AID 1063, 2008; in the data active = inhibition above about 50%;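 note: promastigotes grown with compound for 44 hours at 28 °C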
PPARg SRC-3 ag: PPARgamma agonists recruiting SRC-3 coactivator, primary screen, biochemical; Peroxisome proliferator-activated receptor gamma (Homo sapiens), P37231; biochemical PPARgamma/SRC-3 coactivator recruitment assay; activation, % at 8 µM; hit rate 0.26% among 200,000; in the data active = activation above about 23%;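 note: 0% = DMSO and 100% = reference agonist; some compounds past the cut are filed as inactive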
Target sequence (P37231 whole entry, looked up): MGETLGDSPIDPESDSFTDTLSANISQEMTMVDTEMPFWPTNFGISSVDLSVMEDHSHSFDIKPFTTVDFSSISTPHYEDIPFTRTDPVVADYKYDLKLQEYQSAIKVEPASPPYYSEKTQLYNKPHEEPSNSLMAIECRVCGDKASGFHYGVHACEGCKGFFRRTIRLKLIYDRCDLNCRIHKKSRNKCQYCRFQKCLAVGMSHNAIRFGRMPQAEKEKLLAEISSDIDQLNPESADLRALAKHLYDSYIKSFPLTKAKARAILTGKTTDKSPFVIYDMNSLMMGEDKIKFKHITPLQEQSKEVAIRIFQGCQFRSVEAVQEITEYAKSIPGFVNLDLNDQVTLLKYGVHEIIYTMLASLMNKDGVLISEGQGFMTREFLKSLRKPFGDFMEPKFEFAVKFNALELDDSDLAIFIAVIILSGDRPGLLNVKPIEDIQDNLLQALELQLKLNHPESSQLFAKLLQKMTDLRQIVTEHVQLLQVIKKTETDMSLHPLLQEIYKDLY
PPARg SRC2 recr: agonists of PPARg-SRC-2 recruitment, primary screen, biochemical, HTS; activation, % at 8 µM; PPARgamma LBD-SRC-2 recruitment; hit rate 0.34% among 200,000; Peroxisome proliferator-activated receptor gamma (Homo sapiens), P37231; AID 1032, 2008; in the data active = activation above about 22%;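 note: 0% = vehicle and 100% = reference agonist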
DTT redox prof: compounds producing H2O2 with reducing agent – biochemical, NIH compound library profiling, artefact control for MLSCN library redox annotation, primary screen; hit rate 0.03% among 200,000; AID 878, 2007; DTT-dependent redox cycling H2O2, phenol red/HRP absorbance; 100% = 100 µM peroxide control, 0% = buffer; activation, % at 10 µM;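 active = activation of at least 50% relative to the plate's high and low controls in the primary single-dose screen; inactive = activation below 50%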;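 note: compound incubated with DTT at 0.8 mM final as the reducing agent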
TLR4 MyD88 comp: inhibitors of TLR4-MyD88 association in cells, primary screen, cell-based, HeLa CL3-4, BLA complementation, FRET ratio; HeLa CL3-4 TLR4/MyD88 BLA complementation; inhibition, % at 8.4 µM; hit rate 0.18% among 200,000; in the data active = inhibition above about 25%;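 note: 0% = vehicle and 100% = reference inhibitor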
PPARg SRC-1 ag: PPARgamma agonists recruiting SRC-1 coactivator, primary screen, biochemical. activation, % at 8 µM. hit rate 0.41% among 200,000. Peroxisome proliferator-activated receptor gamma (Homo sapiens), P37231. AID 631, 2007. PPARgamma-SRC-1 coactivator recruitment biochemical assay; in the data active = activation above about 19%;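 note: 0% = DMSO and 100% = reference agonist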
ROMK mod: ROMK potassium channel modulators, primary screen, cell-based, thallium flux, MLSMR library | B-score at 10 µM | hit rate 2% among 130,000 | ATP-sensitive inward rectifier potassium channel 1 (Homo sapiens), P48048 | Tet-inducible ROMK, thallium flux fluorescence; actives lie on both sides | AID 1918, 2009;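 active = signal ratio slope over the read window, or its plate-corrected B-score, at least 3 SD from the plate mean, either direction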;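 note: B-score of the F/F0 ratio slope over 7 to 12 s after thallium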
Target sequence (P48048 whole entry, looked up): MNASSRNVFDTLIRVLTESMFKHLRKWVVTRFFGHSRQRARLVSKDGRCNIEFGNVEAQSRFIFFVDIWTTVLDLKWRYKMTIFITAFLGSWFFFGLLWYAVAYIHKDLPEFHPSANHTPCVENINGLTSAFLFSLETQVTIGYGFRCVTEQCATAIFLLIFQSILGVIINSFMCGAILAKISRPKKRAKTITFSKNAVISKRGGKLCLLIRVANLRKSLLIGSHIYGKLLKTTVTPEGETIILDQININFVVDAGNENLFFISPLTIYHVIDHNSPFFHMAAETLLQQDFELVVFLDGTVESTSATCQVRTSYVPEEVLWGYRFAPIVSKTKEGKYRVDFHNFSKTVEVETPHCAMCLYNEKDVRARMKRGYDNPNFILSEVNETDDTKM
S1P3 antagonist: S1P3 receptor antagonists, primary screen, cell-based. CHO S1P3 NFAT-BLA reporter, FRET fluorescence, antagonist mode. hit rate 0.27% among 170,000. inhibition, % at 4.98 µM;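 active = inhibition above the plate cutoff, the mean inhibition of test wells on that plate plus 3 SD, cut at about 28% in these data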;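 note: cells challenged with S1P at its EC80 of 0.8 µM; blue over green emission ratio from cleaved BLA substrate after 4 h stimulation; 0% = S1P-stimulated wells and 100% = unstimulated DMSO-only wells; some compounds past the cut are filed as inactive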
bIAP act: bovine intestinal alkaline phosphatase activators, primary screen, biochemical, bovine IAP, CDP-star luminescence; hit rate 0.17% among 200,000; alkaline phosphatase, intestinal [Bos taurus]; activation factor at 20 µM; purified bovine IAP, 30 min; active compounds read high; fold of DMSO-control signal, blank-subtracted; AID 1016, 2008;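 active = activation factor of 2 or more at 20 µM, a signal rise over negative controls twice the positive control's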
bIAP inh: bovine intestinal alkaline phosphatase inhibitors, primary screen, selectivity assay for TNAP inhibitor project, biochemical, bovine IAP, CDP-star luminescence | purified bovine IAP, 30 min | inhibition, % at 20 µM | 190,000 tested, under 10 active;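 active = over 50% inhibition of intestinal alkaline phosphatase at 20 µM in the single-dose screen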
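System: purified bovine intestinal alkaline phosphatase (IAP) enzyme; Input: IAP diluted 1/65,000,000 in the well; Measured by: CDP-star luminescence signal; Compound dosing: 20 µM single dose; Incubation: 30 min reaction at room temperature.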
SRC2 TRFRET art: TR-FRET signal artefacts, primary screen, artefact control for PPARgamma SRC-2 agonist project, biochemical; TR-FRET artefact counter-screen; active compounds read high; hit rate 0.4% among 200,000; TR-FRET ratio at 8 µM; in the data active = TR-FRET ratio above about 2000; note: inactives centre near 1500
Numbers without * were called inactive; / = not tested or not shown. Rows are unselected (roughly 11% active in at least one column).

canonical_smiles,Lmaj promast,PPARg SRC-3 ag,PPARg SRC2 recr,DTT redox prof,TLR4 MyD88 comp,PPARg SRC-1 ag,ROMK mod,S1P3 antagonist,bIAP act,bIAP inh,SRC2 TRFRET art
CN=C(Nc1ccc2c(c1)OCO2)SC1CC(=O)N(c2ccccc2)C1=O (stereo not given),25,-3,11,0.4,-1,1,/,-12,0.9,6,1720
CN(C)CCCN(C(=O)c1sc2ccccc2c1Cl)c1nc2ccc(F)cc2s1,72*,3,9,0.0,-17,11,/,-5,0.9,9,1678
CC(=O)NC1(c2ccccc2)CCN(c2cc(C)nc(-c3ccccc3)n2)CC1,21,-2,3,0.3,-6,0,-1.6,-3,1.1,-8,1387
O=C(N/N=C/c1ccc(Br)o1)c1ccc2c(c1)OCCO2,0,-6,2,-0.8,-4,-3,0.014,-11,0.9,6,1623
CCNC(=S)NNC(=O)c1csc(CC)c1,-11,7,4,1.5,5,-2,0.15,/,0.9,10,1530
COc1ccccc1N(CC(=O)NCC(C)C)S(=O)(=O)c1cccs1,25,-1,0,0.2,-14,-8,1.2,-5,0.9,9,1514
CCOC(=O)C(NCc1ccc(OC)cc1)(NC(C)=O)C(F)(F)F (stereo not given),-4,-3,2,0.9,-4,-4,0.17,9,0.9,11,1516
O=C(NCCCN1CCN(Cc2ccccc2)CC1)C1CCN(S(=O)(=O)N2CCC3(CC2)OCCO3)CC1,-9,5,6,0.3,-3,1,-0.73,-13,1,-2,1491
COc1ccc(S(=O)(=O)N2CCCC(C(=O)Nc3cccnc3)C2)cc1Cl (stereo not given),-1,6,5,0.5,-6,-1,/,/,0.6,44,1496
CCOC(=O)C1=C(C)NC(=O)NC1c1ccc(OC)c(Cl)c1 (stereo not given),-4,-2,3,-1.9,9,-10,/,-9,1,4,1535
COc1ccc(C(=O)/C=C/N(C)C)cc1OC,0,1,1,2.5,-16,11,/,/,0.9,7,1705
CC(C)c1ccc(C2C3CSCC=C3C(C#N)=C(N)C2(C#N)C#N)cc1 (stereo not given),98*,-3,7,1.1,4,4,-2.4,/,0.8,19,1536
Cn1c(=O)c2c(nc3n2CCS3)n(C)c1=O,-2,3,-3,-0.2,-10,1,0.69,-8,0.9,8,1562
COC(=O)c1ccc2c(=O)[nH]c(CCl)nc2c1,10,1,6,-1.0,1,5,-1.9,-8,1,-2,1560
CNS(=O)(=O)c1ccc(NC(=O)C2CC(=O)N(c3ccc(Cl)cc3)C2)cc1 (stereo not given),14,-5,-8,-0.2,-6,-7,1.5,-29,1.1,-11,1502
CO/N=C(/CNC(=O)c1ccccc1Cl)c1ccc(Cl)cc1,6,-1,2,-3.8,10,3,-0.38,/,1,-2,1397
CCOC(=O)/C(=N/Nc1ccc(OC)cc1)Sc1nnc(CCc2ccccc2)n1-c1ccccc1,-5,4,4,0.0,-17,-7,-0.72,-1,0.6,40,1783
COc1ccccc1CC(NC(C)=O)C(=O)N1CCN(C(=O)c2cccs2)CC1 (stereo not given),-9,5,3,0.1,4,0,1.6,/,1,4,1528
CCCCN(Cc1ccccc1)C(=O)C1CCN(Cc2sccc2C)CC1,29,3,6,-0.1,-2,8,-3.1,13,1.5,-49,1461
CC(C)C(=O)Nc1cccc(-c2nc3ccccc3c(=O)o2)c1,-7,-12,-5,30,-5,-3,-0.0057,/,1,1,1545
Cc1ccc(S(=O)(=O)N2CCOCC2)cc1NC(=O)COC(=O)c1ccc2c(c1)OCCO2,3,-1,0,0.0,6,-1,0.97,-17,1.1,-13,1604
COc1ccc(S(=O)(=O)NCc2ccc(C(=O)NCc3cccnc3)cc2)cc1,-8,-3,2,9.0,4,6,0.056,1,1,0,1668
CCNC(=S)N1CCCC(C(N)=O)C1 (stereo not given),3,0,-6,-0.9,-1,-2,0.55,-3,1.3,-25,1480
CCOC(=O)Nc1sc(C(=O)N(CC)CC)c(C)c1C(=O)OCC,3,-4,0,0.6,9,1,-0.44,4,1,-4,1375

Given with each value named: part of the list above.
canonical_smiles: COc1ccccc1CC(NC(C)=O)C(=O)N1CCN(C(=O)c2cccs2)CC1 (stereo not given)
  Lmaj promast = -9; PPARg SRC-3 ag = 5; PPARg SRC2 recr = 3; DTT redox prof = 0.1; TLR4 MyD88 comp = 4; PPARg SRC-1 ag = 0; ROMK mod = 1.6; S1P3 antagonist = /; bIAP act = 1; bIAP inh = 4; SRC2 TRFRET art = 1528

canonical_smiles: CCCCN(Cc1ccccc1)C(=O)C1CCN(Cc2sccc2C)CC1
  Lmaj promast = 29; PPARg SRC-3 ag = 3; PPARg SRC2 recr = 6; DTT redox prof = -0.1; TLR4 MyD88 comp = -2; PPARg SRC-1 ag = 8; ROMK mod = -3.1; S1P3 antagonist = 13; bIAP act = 1.5; bIAP inh = -49; SRC2 TRFRET art = 1461

canonical_smiles: CCOC(=O)Nc1sc(C(=O)N(CC)CC)c(C)c1C(=O)OCC
  Lmaj promast = 3; PPARg SRC-3 ag = -4; PPARg SRC2 recr = 0; DTT redox prof = 0.6; TLR4 MyD88 comp = 9; PPARg SRC-1 ag = 1; ROMK mod = -0.44; S1P3 antagonist = 4; bIAP act = 1; bIAP inh = -4; SRC2 TRFRET art = 1375

canonical_smiles: CCNC(=S)N1CCCC(C(N)=O)C1 (stereo not given)
  Lmaj promast = 3; PPARg SRC-3 ag = 0; PPARg SRC2 recr = -6; DTT redox prof = -0.9; TLR4 MyD88 comp = -1; PPARg SRC-1 ag = -2; ROMK mod = 0.55; S1P3 antagonist = -3; bIAP act = 1.3; bIAP inh = -25; SRC2 TRFRET art = 1480

Next part
canonical_smiles,Lmaj promast,PPARg SRC-3 ag,PPARg SRC2 recr,DTT redox prof,TLR4 MyD88 comp,PPARg SRC-1 ag,ROMK mod,S1P3 antagonist,bIAP act,bIAP inh,SRC2 TRFRET art
CCC(=O)OCC(=O)Nc1cc(S(=O)(=O)N(C)C)ccc1Cl,-11,-2,9,-2.1,4,5,-1.1,3,1.1,-9,1448
Cn1c(=O)n(CCOc2ccccc2Cl)c2ccccc21,0,-5,1,1.8,-16,-1,/,-12,1,-4,1531
Cc1ccc2c(c1)nnn2C1CCN(S(=O)(=O)c2cccc(S(=O)(=O)N(C)C)c2)CC1,6,6,2,-0.4,-13,3,0.11,-6,1,-1,1565
COc1cc(/C=N/Nc2ccc(Cl)cc2)ccc1OC(=O)c1cccs1,-2,-2,-4,0.2,20,-11,0.027,12,0.8,20,1338
O=C(Cc1ccccc1)N1CCN(c2ncccn2)CC1,2,4,1,-1.3,8,8,-1.2,-15,1,-2,1629
Cc1ccc(OCC(=O)Nc2oc(-c3ccccc3)c(-c3ccccc3)c2C#N)cc1,-2,3,13,2.3,8,0,2.1,/,/,/,1687
COc1ccc(C2Nc3ccccc3C(=O)N2c2ccc(C)cc2)cc1Cn1nc(C)c([N+](=O)[O-])c1C (stereo not given),28,7,7,-3.4,3,6,/,/,1,-4,1718
COc1ccc(OCCOC(=O)c2nc3nccc(C)n3n2)cc1,-7,2,1,-0.9,14,2,0.42,8,1.1,-7,1517
Cc1ccc(-c2cc(C(=O)Nc3ccccc3C)c3ccccc3n2)o1,4,1,-6,0.9,28*,1,-0.3,/,1,3,1240
C=CCN1C(=O)/C(=C\c2ccc(OC(=O)c3ccco3)c(OC)c2)SC1=S,-4,3,4,0.5,9,-8,0.3,16,1.1,-7,1581
CCN1CCCC1CNC(=O)Cn1cc2c(n1)CCC(C)C2 (stereo not given),-10,-1,4,-2.8,-9,-6,/,-13,1.1,-6,1683
O=C(O)c1ccc2nc(CO)[nH]c2c1,-4,6,1,-0.6,3,0,-0.21,/,1,-2,1780
O=C(NCCSc1c[nH]c2ccccc12)c1ccco1,-7,12,1,-0.3,-10,-4,/,9,0.9,15,1452
N/C(=N\OC(=O)c1ccco1)c1cccc(Br)c1,5,9,9,0.2,-9,9,-0.21,/,0.8,24,1433
CCOc1cc(-c2nc(C)c(C(C)=O)n2O)ccc1OCC(=O)Nc1ccc(F)cc1,13,1,0,-0.5,5,5,-0.016,7,1.1,-9,1679
O=C(c1cc2n(n1)C(C(F)(F)F)CC(c1ccco1)N2)N1CCc2ccccc2C1 (stereo not given),54*,-11,5,-0.7,-3,2,/,-8,0.9,7,1719
CC(=O)c1cccc(NC(=O)/C(=C\c2cccnc2)NC(=O)c2ccco2)c1,-4,7,7,-0.2,3,7,-0.038,-12,1,-1,1638
COC(=O)Cc1cc(=O)n2[nH]c(C(F)(F)F)nc2n1,-4,3,12,0.3,15,5,/,/,1,3,1523
CC1=CC(C)(C)[N+](C)(C)c2ccc(C)cc21,-1,-1,-1,-0.3,-5,-4,0.61,-8,1.1,-13,1243
CC(C)CCNC(=O)NC(=O)COC(=O)/C=C/c1cc(Br)ccc1F,-2,-1,-2,-0.8,-1,2,0.16,2,1.1,-7,1799
CC(=O)N1CSCC1C(=O)N1CCN(c2ccc(N3CCOCC3)nn2)CC1 (stereo not given),1,-1,-1,-1.3,6,3,/,-10,1.1,-7,1530
Cc1cc(O)c(C(C)C)cc1NC(=O)c1cccc(Cl)c1,-3,-1,0,0.1,-6,4,-0.1,/,0.9,14,1674
CSCCC(NC(N)=O)C(=O)NCc1ccccc1Cl (stereo not given),-3,-8,0,1.8,2,0,0.0054,2,0.9,5,1329
CC(Nc1cc(N2CCN(S(=O)(=O)N(C)C)CC2)ccc1[N+](=O)[O-])c1ccccc1 (stereo not given),17,0,-5,0.3,-7,6,-0.00031,1,1.1,-9,1364
CCOC(=O)C1(C)NC(c2ccco2)C2C(=O)N(c3ccc(C)cc3)C(=O)C21 (stereo not given),-8,6,7,-0.9,9,4,-0.23,/,0.8,18,1510

Three records picked at random from the list so far:
canonical_smiles,Lmaj promast,PPARg SRC-3 ag,PPARg SRC2 recr,DTT redox prof,TLR4 MyD88 comp,PPARg SRC-1 ag,ROMK mod,S1P3 antagonist,bIAP act,bIAP inh,SRC2 TRFRET art
CCOC(=O)C(NCc1ccc(OC)cc1)(NC(C)=O)C(F)(F)F (stereo not given),-4,-3,2,0.9,-4,-4,0.17,9,0.9,11,1516
CC(C)c1ccc(C2C3CSCC=C3C(C#N)=C(N)C2(C#N)C#N)cc1 (stereo not given),98*,-3,7,1.1,4,4,-2.4,/,0.8,19,1536
CCC(=O)OCC(=O)Nc1cc(S(=O)(=O)N(C)C)ccc1Cl,-11,-2,9,-2.1,4,5,-1.1,3,1.1,-9,1448
